NPYLR7 agonist: mosquito NPYLR7 agonism; activation, % at 10 µM; HEK293T NPYLR7/Galpha15, GCaMP6s calcium fluorescence; actives 0.15% (n = 270,000); in the data active means activation above about 40%;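 further: 0% = vehicle and 100% = reference agonist at the receptor; some compounds past the cut are filed as inactive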
mcGAS inh: blocks mouse cGAS activity. inhibition, % at 12.5 µM. actives 0.15% (n = 160,000). AID 1259399. recombinant cGAS, Kinase-Glo ATP depletion luminescence. Q8C6L5;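 further: 0% = negative control wells and 100% = reference inhibitor with no enzyme activity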
hcGAS lum: blocks human cGAS activity | Q8N884 | inhibition, % at 12.5 µM | actives 0.081% (n = 290,000) | AID 1259398 | recombinant h-cGAS, ATP depletion, Kinase-Glo luminescence;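 further: 0% = vehicle reaction and 100% = reaction without DNA for no activity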
Target sequence (Q8N884 whole entry, looked up): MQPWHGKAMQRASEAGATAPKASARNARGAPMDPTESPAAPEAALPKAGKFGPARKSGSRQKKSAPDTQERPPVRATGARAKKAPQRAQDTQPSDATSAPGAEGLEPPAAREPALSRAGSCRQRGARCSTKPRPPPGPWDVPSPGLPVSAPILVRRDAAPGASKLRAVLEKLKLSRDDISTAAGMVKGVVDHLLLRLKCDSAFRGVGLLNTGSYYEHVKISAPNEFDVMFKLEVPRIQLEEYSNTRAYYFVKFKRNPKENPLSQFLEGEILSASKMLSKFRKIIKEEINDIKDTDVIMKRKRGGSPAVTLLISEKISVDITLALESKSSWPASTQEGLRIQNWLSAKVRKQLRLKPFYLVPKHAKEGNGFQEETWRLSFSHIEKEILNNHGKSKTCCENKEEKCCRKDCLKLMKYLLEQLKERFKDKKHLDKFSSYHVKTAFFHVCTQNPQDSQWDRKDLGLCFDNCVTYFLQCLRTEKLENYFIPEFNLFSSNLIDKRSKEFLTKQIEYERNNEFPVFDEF
Numbers without * were called inactive; nt = no result given; & = joins results of further samples. Unless noted, no stated cut-off is given here; in the data, active means inhibition above about 40%; inactive means the rest.

Screens in order: NPYLR7 agonist, hcGAS lum, mcGAS inh
Nc1cccc(-c2nc3cc(N)ccc3o2)c1
 : 5, -1, -2
COc1ccc(C(=O)N2CCC3(CCNC3=O)CC2)c(OC)n1
 : 8, -4, nt
Cc1ccc(OCCNC(=O)c2ccc(C)c(NC(=O)C3CC3)c2)cc1C
 : 5, -4, nt
CNc1ccc(-c2cccc(CO)c2)cn1
 : 2, -12, nt
COC(=O)c1cc(-c2ccc(OC)cc2OC)nc2c1c(C)nn2C1CCS(=O)(=O)C1 (stereo not drawn)
 : 11, -8, nt
CC(Sc1nc2ccccc2c(=O)n1C1CCCC(C)C1C)C(=O)NC(N)=O (stereo not drawn)
 : 2, -8, -3
COc1ccccc1C1CC(c2ccc(C)cc2C)=NN1C(=O)CN1CCN(C(C)=O)CC1 (stereo not drawn)
 : 5, -7, -6
O=S(=O)(NCCCN1CCOCC1)c1cc(Br)c(Br)s1
 : 1, -7, nt
Cc1ccccc1C(c1ncccc1C)N(C)C(=O)C1CCN(Cc2ccccn2)CC1 (stereo not drawn)
 : 2, 6, nt
Cc1noc(-c2ccccc2Cl)c1C(=O)NCCC1(C)OCCO1
 : 6, -10, -7

The listing continues.
Screens in order: NPYLR7 agonist, hcGAS lum, mcGAS inh
OCCNc1nccc2[nH]c(-c3cccc(C(F)(F)F)c3)nc12
 : -4, -3, -6
Cc1cc2c(=O)[nH]c(CSCC(=O)Nc3nnc(C4CCCO4)s3)nc2s1 (stereo not drawn)
 : -1, 3, nt
Cc1ccc(Nc2cc(C)nc(N3CCN(C(=O)CC(C)C)CC3)n2)cc1
 : 12, -3, nt
O=C(c1cccc(Br)c1)N1N=C(C(F)(F)F)CC1(O)c1ccc(Cl)cc1 (stereo not drawn)
 : 1, -14, -8
O=C(Nc1ccc2[nH]cc(CCN3CCc4ccccc4C3)c2c1)c1c(F)c(F)c(F)c(F)c1F
 : 20, -3, -6
Cc1nc2nc(C(F)(F)F)[nH][n+]2c(C)c1CCC(=O)O
 : 0, 0, -4
O=C(Nc1cnc2n1CCCC2)c1ccccc1-n1cncn1
 : -1, -6, nt
COc1cccc(NC(=O)NC(c2nnc3n2CCNCC3)C(C)C)c1 (stereo not drawn)
 : 5, -5, nt
CCn1c(O)c(C=Nc2ncn[nH]2)c(=O)n(CC)c1=S
 : 18, -6, -6
COc1ccc(Cn2ccc3c(nnc4c(-c5ccccc5)cnn43)c2=O)cc1OC
 : 14, -8, nt

(continued)
Screens in order: NPYLR7 agonist, hcGAS lum, mcGAS inh
COC(=O)C1CCN(C(N)=O)CC1
 : 1, -1, -5
Cc1nc(C)c(C(C)NC(=O)NC2CCCC(C)C2)s1 (stereo not drawn)
 : 0, 6, nt
COc1ccc(CCN(Cc2ccc(C)o2)C(=O)CN(CCN2CCCC2)C(=O)c2ccccc2F)cc1OC
 : -1, 3, 0
O=C(c1ccc(N2CCOC(c3ccc(Cl)cc3)C2)nc1)N1CCCC1 (stereo not drawn)
 : -5, -2, nt
COc1ccc(C(=O)N2CCN(c3ccc(OC)c(OC)c3)C(=O)C2C)cc1 (stereo not drawn)
 : -9, -2, -4
CCCCC(=O)Nc1cccc(C(=O)N2[C@@H]3CC[C@H]2CNC(=O)C3)c1
 : 3, -4, nt
COCCNC(=O)C1(C)CCCN(CCCC(=O)c2ccc(C)c(C)c2)C1 (stereo not drawn)
 : 9, -4, -3
O=C(NCCOc1ccccc1F)C(=O)N1CCCC1
 : 3, -5, nt
COc1ccccc1N=c1oc2cc(O)ccc2cc1-c1nc2ccccc2[nH]1
 : 81*, -4, -5
CC(=O)Oc1c(-c2ccc(NS(=O)(=O)c3ccc(C)cc3)cc2)c(-c2ccc(N(C)C)cc2)nn1-c1ccc(F)cc1
 : 5, -4, -6

Further compounds:
Screens in order: NPYLR7 agonist, hcGAS lum, mcGAS inh
FC(F)(F)c1cccc(Nc2nc(-c3cccs3)nc3ccccc23)c1
 : 0, 3, 1
O=C(CCN1C(=O)c2ccccc2C1=O)N1CCOCCOCCN(C(=O)CCN2C(=O)c3ccccc3C2=O)CCOCC1
 : 6, -4, -7
COc1ccccc1-n1c(SCC(=O)Nc2cc(C)on2)nc2c(c1=O)SCC2
 : -2, 2, -1
COc1ccc(Br)cc1C=Cc1ccc2cccc(O)c2n1
 : -1, -4, -5
COc1cccc(-c2cccc3c2NC(=O)C3(C)Cc2cccc(F)c2)c1 (stereo not drawn)
 : 3, -2, -4
CCC(CC)C(=O)N(CCN(C)C)Cc1cc(NC(=O)c2ccco2)ccc1N(C)C
 : 3, -1, -4
Clc1ccc(OCCCc2nc(-c3ccncc3)no2)c(Cl)c1
 : 2, -6, nt
Cc1c(Cl)ccc2sc(N(CCCn3ccnc3)C(=O)c3ccco3)nc12
 : -10, -4, -7
CCN(C(=O)C1CCN(S(=O)(=O)c2ccc(C)c(C)c2)CC1)c1ccc(F)cc1
 : 9, -9, nt
O=C(NCC1CCCO1)c1ccc(N2C(=O)C3CC=CCC3C2=O)cc1 (stereo not drawn)
 : 4, -6, nt

Looked up above:
FC(F)(F)c1cccc(Nc2nc(-c3cccs3)nc3ccccc23)c1 @ NPYLR7 agonist = 0
Cc1c(Cl)ccc2sc(N(CCCn3ccnc3)C(=O)c3ccco3)nc12 @ NPYLR7 agonist = -10
CCC(CC)C(=O)N(CCN(C)C)Cc1cc(NC(=O)c2ccco2)ccc1N(C)C @ hcGAS lum = -1
COc1cccc(-c2cccc3c2NC(=O)C3(C)Cc2cccc(F)c2)c1 (stereo not drawn) @ hcGAS lum = -2

The results go on.
Screens in order: NPYLR7 agonist, hcGAS lum, mcGAS inh
CNc1ccc(-c2cccc(C#N)c2)cn1
 : -4, -8, nt
CC1(C(=O)Nc2cccc(Oc3ccccc3)c2)CCN1Cc1ccccc1Cl (stereo not drawn)
 : 8, -11, nt
CC(C)CNC(=O)c1csc(CN(CC(C)C)C(=O)Nc2ccc(C(C)C)cc2)n1
 : -3, -6, -5
N#Cc1ccc(OCc2coc(-c3cccs3)n2)cc1
 : 3, -5, nt
c1ccc(NC2CCCN(Cc3cccc(-n4cccn4)c3)C2)cc1 (stereo not drawn)
 : 10&-4, -3&-6, -7&-6
COc1ccc(C(=O)N(C)C2CCCN(Cc3ccccc3F)C2)c(OC)n1 (stereo not drawn)
 : 2, -10, nt
Cc1cccn2c(NC(C)(C)C)c(C3CCCCC3)nc12
 : -5, -4, -5
NC(=O)C1CCCc2c1[nH]c1ccc(Cl)cc21 (stereo not drawn)
 : -4, -7, -11
Cc1ccc(CNC(=O)CCC[C@@H]2[C@H]3CCCN4CCC[C@@H](CN2C)[C@@H]34)o1
 : nt, 1, -3
O=c1nc(NCCO)ccn1-c1nc(-c2ccccc2)oc1-c1ccccc1
 : -1, 2, nt

Remaining list, next part.
Screens in order: NPYLR7 agonist, hcGAS lum, mcGAS inh
CC(C)n1c(CN2CCCN3CCC[C@H]3C2)nc2ccccc21
 : 0, -3, nt
CCn1c(C2CCNCC2)nn(Cc2ncccn2)c1=O
 : 30, -9, nt
Cc1oc2nc3c(c(=O)n(CC(C)C)c(=O)n3C)n2c1C
 : 9, -4, -9
Cn1nccc1C(=O)NC(C)(C)c1ccc(Cl)c(Cl)c1
 : 6, -8, nt
CC(C)Oc1ccccc1CC(=O)Nc1cccc(COCC2CC2)c1
 : -1, -7, nt
CC(C)c1ccc(C2(C)NC(=O)N(CC(=O)Nc3ccc(C(N)=O)cc3)C2=O)cc1 (stereo not drawn)
 : -1, -2, nt
Cc1cc(C(=O)Nc2cc(F)ccc2C)on1
 : 7, 2, nt
CCOC(=O)c1cnn(Cc2ccc(C)cc2)c1N
 : 4, -6, -5
CCCCCCc1ccc(C(=O)N(CCOC)Cc2ccc(OC)c(OS(C)(=O)=O)c2)cc1
 : -10, -4, -5
COc1ccc(Cl)cc1N1CC(c2nc3ccccc3[nH]2)CC1=O (stereo not drawn)
 : -2, -7, -9

(continued)
Screens in order: NPYLR7 agonist, hcGAS lum, mcGAS inh
O=C(CN1Cc2ccccc2OC(c2ccsc2)C1)N1CCCC1c1nccs1 (stereo not drawn)
 : -2, -3, -23
C[C@@]12C(=O)N(CC3CC3)c3ccccc3[C@@H]1[C@@H](C(N)=O)CN2C(=O)Nc1ccc2c(c1)OCO2
 : 11, -4, -4
CN(CC(=O)Nc1ccc(F)c(F)c1F)C(=O)C1=COCCO1
 : 9, -4, -7
CCN(CC)c1onc(-c2ccccc2)c1CN(CCN(C)C)C(=O)c1ccccc1OC
 : 3, 0, -3
CC(OC(=O)c1ccccc1F)C(=O)NC12CC3CC(CC(C3)C1)C2 (stereo not drawn)
 : 13, -2, nt
COc1ccc(OCCN2CCN(CC(=O)NC(=O)NC(C)(C)C)CC2)cc1
 : 11, -5, -5
O=S(=O)(c1ccc(Br)s1)N1CCOCC1
 : 1&2, 1&2, nt
Cc1ccc(C)c(-n2nc(-c3cccs3)cc2C(=O)N2CCN(C/C=C/c3ccccc3)CC2)c1
 : 17, -4, -5
N=C1/C(=C/c2cccs2)C(=O)N=C2SC(c3ccccc3)=NN12
 : -1, 56*, nt
N#CCc1nc(-c2cc3cc(Br)cc(Br)c3oc2=O)cs1
 : 3, -7, -4

Other compounds.
Screens in order: NPYLR7 agonist, hcGAS lum, mcGAS inh
O=C(c1ccc(Cl)cc1)N1N=C(C(F)(F)F)CC1(O)c1ccncc1 (stereo not drawn)
 : 0, -10, nt
Cn1ccsc1=NC(=O)CNC(=O)Cc1cccc2ccccc12
 : -8, 2, nt
Cc1ccc(OCCOc2cccc3cccnc23)c(I)c1
 : 3, -2, nt
NC(=O)CNC(=O)C1=C[C@@H](Oc2cc(F)ccc2Br)[C@H](O)[C@H](O)C1
 : -6, -5, -8
COc1cc(C)ccc1S(=O)(=O)Nc1ccccc1C(=O)Nc1cccc(C)c1
 : -4, -5, -5
CN=c1scc(-c2cccs2)n1N=Cc1ccco1
 : -3, -10, nt
COC(=O)c1c(NC(=O)CSc2nnc(N)s2)sc2c1CCC2
 : 8, -2, -2
COc1ccc(-c2cn3nc(SCC(=O)Nc4cccc(C)c4C)ccc3n2)cc1
 : 3, -9, nt
OCCNC1C2CC3CC(C2)CC1C3 (stereo not drawn)
 : nt, -6, -5
Cc1ccc2sc(N(CCCN(C)C)C(=O)CN3C(=O)c4ccccc4C3=O)nc2c1C
 : 3, -6, -7

New compounds follow:
Screens in order: NPYLR7 agonist, hcGAS lum, mcGAS inh
O=C(Cc1cccnc1)N1CCOC(Cc2cccc(C(F)(F)F)c2)C1 (stereo not drawn)
 : 15, -7, nt
COc1ccc(-c2nnc(SCC(=O)N/N=C\c3ccccn3)n2-c2ccccc2)cc1OC
 : -12, 2, 0
CC(Nc1ncccc1C#N)c1ccccc1OC(F)F (stereo not drawn)
 : -1, -9, nt
CCCC1(NC(=O)c2cncc(Cl)c2)CC1
 : 1, -2, nt
CCNC(=O)N(CCOC)Cc1c(-c2ccccc2)noc1N1CCSCC1
 : 7, -4, -6
CN(Cc1nc2ccccc2[nH]1)C(=O)CCNC(=O)c1ccc(F)cc1
 : -1, 2, -2
COc1cc(OC)cc(C(=O)N2CCN(c3nc4nccc(-c5ccc(Cl)c(Cl)c5)n4n3)CC2)c1
 : 5, -4, -6
O=C(c1ccccn1)N1CCc2cc(S(=O)(=O)N3CCCC3)ccc21
 : -4, -4, 3
CCCC(=O)N1CCC(OC2CCN(C)CC2)CC1
 : nt, -11, -4
O=C1CCc2cc(-c3csc(=Nc4ccccc4)n3CCc3c[nH]c4ccccc34)ccc2N1
 : -5, -8, nt

(continued)
Screens in order: NPYLR7 agonist, hcGAS lum, mcGAS inh
CCOc1ccc(-c2cc(C(=O)NCc3c(C)cc(Cl)cc3Cl)c3ccccc3n2)cc1
 : 8, 0, -5
CCn1nc(C(C)C)cc1C(=O)NC(C)c1cnn(-c2ccccc2C)c1C (stereo not drawn)
 : 0, -3&5, nt
COc1ccc(NC(=O)c2cn(Cc3ccccc3)nc2OCc2ccccc2)cc1
 : 14, -9, -7
CCc1ccc(CN(C)CC(=O)NN2C(=O)NC3(CCCCC3)C2=O)cc1
 : 11, -13, nt
COc1ccc(-c2cc(C(=O)N3CCN(Cc4ccccc4)CC3)n3nc(-c4ccc(Cl)cc4)cc3n2)cc1
 : 5, -8, -6
CN(C)CC1(O)CCCN(C(=O)CCn2cc(Cl)cn2)C1 (stereo not drawn)
 : -3, -1, -13
COc1nc(OC)nc(N2CCC3(CC2)CN(C)CCN3C)n1
 : 16, -4, -9
COc1ccc(CCN2CC(NC(=O)CNC(C)=O)CC2=O)cc1 (stereo not drawn)
 : 1, -1, nt
COc1ccc(N2C(=O)/C(=C/c3ccc(OCC(=O)O)c(OC)c3)C(=O)NC2=S)cc1
 : -9, -3, -4
CCOC(=O)C1CCN(C(=O)c2coc(CN(CCc3c[nH]c4ccccc34)Cc3ccc(OCC)cc3)n2)CC1
 : 11, -4, -4

Quoted at random: 2 records from the list.
Screens in order: NPYLR7 agonist, hcGAS lum, mcGAS inh
CCc1ccc(CN(C)CC(=O)NN2C(=O)NC3(CCCCC3)C2=O)cc1
 : 11, -13, nt
COc1ccc(-c2cc(C(=O)N3CCN(Cc4ccccc4)CC3)n3nc(-c4ccc(Cl)cc4)cc3n2)cc1
 : 5, -8, -6

Following part:
Screens in order: NPYLR7 agonist, hcGAS lum, mcGAS inh
CCOC(=O)CNc1c(-c2ccccc2Cl)nc2ccc(Br)cn12
 : -9, -6, nt
Cc1ccc(-n2cc(CN3CCN(C)CC3)c(-c3ccc(F)cc3)n2)cc1
 : 17, -5, -9
COC(=O)c1ccc(COC(CN2CCN(C(=O)Nc3cccc(C)c3)CC2)c2ccc(Cl)cc2)cc1 (stereo not drawn)
 : nt, -5, -4
CCN(CC)CCCC(C)NC(=O)c1cc(-c2cccc(OC)c2)n2nc(C(C)(C)C)cc2n1 (stereo not drawn)
 : -3, -4, -2
CNc1cc(C(=O)N2CCCN(Cc3ccc(F)cc3)C(C(C)C)C2)ccn1 (stereo not drawn)
 : -6, -3, nt
Cc1nc2ccc(C(=O)N(C)CCN(C)C)cn2c1N(C)C=O
 : 3, 2, 1

From PubChem BioAssay

The order is random, and some 0.27% of all compounds hit somewhere here.
